D1 antagonist: Antagonist of Human D 1 Dopamine Receptor: qHTS; D(1A) dopamine receptor (Homo sapiens), P21728; HEK293 TREx D1 cells, calcium flux, dopamine EC80; stronger effect = lower value; activity change, negative = inhibition, % at 10 µM; 360,000 tested, 3.2% active; in the data active = activity change below about -30%; also: % is scaled to controls: 0 for no effect and ±100 for the full control effect
Target sequence (P21728 whole entry, looked up): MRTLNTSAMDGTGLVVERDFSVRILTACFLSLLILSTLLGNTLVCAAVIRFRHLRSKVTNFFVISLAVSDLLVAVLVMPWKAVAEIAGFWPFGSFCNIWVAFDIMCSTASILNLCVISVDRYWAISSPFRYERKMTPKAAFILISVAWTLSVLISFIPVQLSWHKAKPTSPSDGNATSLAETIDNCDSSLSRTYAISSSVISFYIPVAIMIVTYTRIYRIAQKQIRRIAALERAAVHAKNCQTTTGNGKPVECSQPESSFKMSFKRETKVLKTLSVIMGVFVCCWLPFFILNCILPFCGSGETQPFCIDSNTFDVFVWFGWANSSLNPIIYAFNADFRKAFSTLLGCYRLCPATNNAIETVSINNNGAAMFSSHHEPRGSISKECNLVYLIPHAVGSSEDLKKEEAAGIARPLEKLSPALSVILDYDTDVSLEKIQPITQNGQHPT
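Tetracycline-induced HEK293 T-REx cells with force-coupled D1 receptor were loaded with a no-wash calcium dye. Compound was added after a 10 s baseline and read kinetically for 180 s; EC80 dopamine was then added and calcium flux followed another 180 s.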
Apoferritin bind: qHTS Assay for Identification of Novel General Anesthetics | Ferritin light chain (Equus caballus), P02791 | apoferritin/1-aminoanthracene competitive binding, fluorescence | Potency, µM (titrated, usually from 77.5 µM), for inactives: top-dose activity change, negative = displacement, hits mostly inhibitors | 350,000 tested, 0.074% active; also: potency is read from the fitted curve at half-maximal effect; % is scaled to controls: 0 for no effect and ±100 for the full control effect; nearly all actives have a fitted effect of over 20% in size
Target sequence (P02791 2-175 limits assumed): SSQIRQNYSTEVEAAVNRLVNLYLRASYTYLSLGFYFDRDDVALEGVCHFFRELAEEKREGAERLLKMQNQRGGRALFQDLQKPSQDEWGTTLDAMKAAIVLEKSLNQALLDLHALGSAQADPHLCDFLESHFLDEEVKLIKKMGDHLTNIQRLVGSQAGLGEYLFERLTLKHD
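Steps: apoferritin (10 uM) was premixed with half-saturated 1-AMA in PBS, compounds were pin-transferred, plates stood 10 min at room temperature, fluorescence was read at 380/535 nm, and curves were fitted with a Hill equation.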
TRHR ag: qHTS for Small Molecule Agonists and Allosteric Enhancers of Human TRH Receptor: Primary Screen for Agonists | Thyrotropin-releasing hormone receptor (Homo sapiens), P34981 | TRHR cells, calcium flux fluo-8, FDSS agonist mode | 360,000 tested, 0.18% active | activation, % at 2 µM; in the data active = activation above about 30%; also: 0% is about no effect
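Read-out: compound-evoked intracellular calcium rise in TRHR cells, fluo-8 dye, kinetic FDSS fluorescence at 1 s/cycle following a 10-cycle baseline. Cells cultured overnight before dye loading (30 min–1.5 h, RT).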
D2 potentiator: HTS Assay for Positive Allosteric Modulators of the Human D2 Dopamine Receptor: Primary Screen for Potentiators; D(2) dopamine receptor (Homo sapiens), P14416; HEK293 T-REx D2, calcium flux, EC20 dopamine potentiation; potentiation, % at 10 µM; 340,000 tested, 0.34% active; AID 485347, 2010;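 active = potentiation over 3 SD above the plate norm, cut at about 30% in these data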; also: 0% is about no effect
Target sequence (P14416 whole entry, looked up): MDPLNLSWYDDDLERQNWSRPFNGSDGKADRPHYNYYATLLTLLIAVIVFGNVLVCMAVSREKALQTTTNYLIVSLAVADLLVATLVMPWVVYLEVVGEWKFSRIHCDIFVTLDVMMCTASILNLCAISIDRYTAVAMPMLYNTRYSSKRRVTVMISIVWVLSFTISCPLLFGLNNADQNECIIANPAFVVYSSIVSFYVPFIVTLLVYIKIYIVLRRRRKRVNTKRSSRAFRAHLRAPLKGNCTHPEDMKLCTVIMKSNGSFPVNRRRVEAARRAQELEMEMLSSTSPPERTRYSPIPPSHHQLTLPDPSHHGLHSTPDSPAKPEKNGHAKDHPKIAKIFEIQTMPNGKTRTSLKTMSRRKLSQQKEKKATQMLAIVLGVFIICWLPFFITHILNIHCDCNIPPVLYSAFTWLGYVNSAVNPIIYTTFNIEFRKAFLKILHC
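Primary screen. Calcium kinetics in induced HEK293 T-REx D2 cells: compound pre-addition 180 s, EC20 dopamine, 180 s more.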
RXFP1 antag: qHTS Assay for Antagonists of the Relaxin Receptor RXFP1; AID 1259400, 2018; 350,000 tested, 0.59% active; Relaxin receptor 1 (Homo sapiens), Q9HBX9; activity change, negative = inhibition, % at 57.5 µM; HEK293-RXFP1, relaxin-stimulated cAMP HTRF, 30 min; stronger effect = lower value;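 active = activity change of -60% or lower, but not beyond a set lower limit; inconclusive = change between -60% and -40%, or beyond the set limit; inactive = change above -40%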; also: % is scaled to controls: 0 for no effect and ±100 for the full control effect
RXFP1 ag: qHTS Assay for Agonists of the Relaxin Receptor RXFP1; 370,000 tested, 0.3% active; Relaxin receptor 1 (Homo sapiens), Q9HBX9; Potency, µM (highest dose often 57.5 µM), inactives show at the highest dose activation, hits mostly activators; HEK293T-RXFP1 cAMP TR-FRET, 30 min; response scale: percent of porcine relaxin response, buffer zero; also: potency is read from the fitted curve at half-maximal effect; % is scaled to controls: 0 for no effect and ±100 for the full control effect; nearly all actives have a fitted effect of over 60% in size; many of its hits are not listed in these tables
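cAMP rise read by TR-FRET after 30 min, 37C compound exposure (up to 58 uM) in RXFP1-transfected HEK293 cells with Ro 20174 present. EC50 from Hill-equation fits, with 29 nM porcine relaxin as 100% and buffer as basal.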
D1 ag: Allosteric Agonists of the Human D1 Dopamine Receptor: qHTS | activation, % at 2 µM | HEK293 T-REx D1 cells, calcium flux, agonist mode | 360,000 tested, 1% active | D(1A) dopamine receptor (Homo sapiens), P21728; in the data active = activation above about 30%; also: 0% is about no effect
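Agonism was scored from calcium flux recorded over 180 s (1 read/s) after pintool compound addition, following a 10-cycle baseline. Cells were inducible force-coupled HEK293 TREx D1, plated overnight at 30 C and loaded with no-wash calcium dye.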
TRHR enhancer: qHTS for Small Molecule Agonists and Allosteric Enhancers of Human TRH Receptor: Primary Screen for Enhancers | TRHR cells, fluo-8 calcium fluorescence, EC20 TRH enhancement | enhancement, % at 2 µM | Thyrotropin-releasing hormone receptor (Homo sapiens), P34981 | 360,000 tested, 0.66% active; in the data active = enhancement above about 30%; also: 0% is about no effect
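Enhancer read-out: after compound pinning and an initial kinetic agonist-mode read, an EC20 of TRH (10 nM final) was injected and fluo-8 calcium signal (Ex 480/Em 530) followed at 1 s/cycle for 100 cycles in TRHR-expressing cells.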
D1 potentiator: Potentiators of Human D1 Dopamine Receptor: qHTS; potentiation, % at 10 µM; 360,000 tested, 0.036% active; D(1A) dopamine receptor (Homo sapiens), P21728; HEK293 TREx D1 cells, calcium flux, dopamine EC20 potentiation; in the data active = potentiation above about 30%; also: 0% is about no effect
Numbers without * were called inactive; ? = inconclusive; / = not tested or not shown; & = joins results of further samples. Unless noted, calls follow the shape of the dose curve; as a rule, active = well fitted curve in the direction sought with a large enough effect; inconclusive = small, poorly fitted or top-dose-only effect, or another doubt; inactive = no such curve, though single readings can be large; an effect the other way counts as inactive or inconclusive.

SMILES	D1 antagonist	Apoferritin bind	TRHR ag	D2 potentiator	RXFP1 antag	RXFP1 ag	D1 ag	TRHR enhancer	D1 potentiator
Cc1cccc(NC(=O)CCCCCN2C(=O)[C@@H]3Cc4ccccc4CN3C2=O)c1	2.4	-9.5%	0.7	3.8	11.6	1.0%	3.3	-3.4	8.2
CC(=O)N1CCN(C(=O)c2cc(S(=O)(=O)N3CCCCC3)ccc2Cl)CC1	-25.6	/	-0.1	10.9	-2.5	0.0%	-1.0	-1.4	-5.9
CC(C)C(OC(=O)c1cccs1)C(=O)NCc1cccs1 (configuration not stated)	-15.9	-19.1%	-1.4	-11.0	10.9	0.8%	2.2	-9.8	-5.6
N/C(Cc1ccc([N+](=O)[O-])cc1)=N\OC(=O)Cc1ccc(Cl)cc1	-8.0	?	-1.1	-9.0	-14.7	-4.5%	18.2	-4.7	-6.2
COc1ccc(CCNC(=O)CSc2nnc(-c3ccc(F)cc3)c3ccccc23)cc1OC	-1.5	-19.2%	0.3	6.9	-3.7	3.0%	1.5	-0.4	-0.8
COc1ccc(/C=N\NC(=O)CNC(=O)C2COc3ccccc3O2)cc1[N+](=O)[O-] (configuration not stated)	-3.8	?	0.1	1.8	0.0	0.8%	-0.6	-4.6	-5.2
Cc1ccc(S(=O)(=O)N2CCN(c3ncccn3)CC2)c(C)c1	-4.8	-5.4%	-0.1	-8.7	2.5	0.8%	7.2	1.7	-1.6
COCCCN1CN(S(=O)(=O)c2ccc(Cl)cc2)c2nc3ccccc3nc21	4.5	?	-0.2	10.4	-4.2	3.8%	8.5	4.2	-4.8
CN(C)S(=O)(=O)Oc1ccsc1C(=O)Nc1ccc(Cl)cc1	-7.5	?	3.5	-9.3	-2.0	-3.6%	10.6	-5.0	-8.4
C/C(=N/OCC(=O)NCCCCCCNC(=O)CO/N=C(/C)c1cccs1)c1cccs1	-15.0	-13.4%	-0.2	-6.1	-10.7	-1.6%	11.8	-0.5	-1.9
O=S(=O)(c1ccc(Cl)cc1)c1cc(O)ccc1O	10.3	6.7%	-0.2	2.8	26.1	0.2%	0.8	5.0	-7.8
O=C(Nc1ccc2c(c1)OCO2)c1n[nH]c(=O)c2ccccc12	1.3	-0.7%	-0.1	-0.6	30.9	6.1%	0.9	-10.5	-4.0
CC(NC(=O)c1ccc(N2CCCC2=O)cc1)c1ccccc1 (configuration not stated)	-0.4	-15.5%	0.1	9.4	3.0	2.9%	2.0	-2.4	-4.9
COc1cc(NC(=O)CCCNC(=O)Cn2cnc3sc4c(c3c2=O)CCCC4)cc(OC)c1OC	-0.5	9.7%	-0.6	-8.5	12.3	-0.3%	-0.8	26.7	1.7
CC(OC(=O)CC1CC2CCC1C2)C(=O)Nc1cccc(S(=O)(=O)N2CCOCC2)c1 (configuration not stated)	-29.6	/	0.0	-3.7	4.9	0.6%	13.0	-2.9	-4.7
CC1CCN(C(=O)c2ccc(N3C(=O)c4ccccc4C3=O)cc2)CC1	-10.0	-20.3%	0.0	3.4	-0.3	-0.3%	2.9	2.4	-0.9
Cc1nn(C)cc1CNCc1c(C(=O)N2CCCCC2)nc2c(C)cccn12	10.8	-12.0%	-1.0	1.9	-0.1	1.1%	2.5	2.3	2.2
COc1ccc(NC(=O)CCN2C(=O)C3CC=C(Cl)CC3C2=O)cc1 (configuration not stated)	-3.8	-5.3%	-0.5	8.9	/	1.9%	0.0	-0.8	3.0
CCOC(=O)c1c(NC(=O)COc2ccccc2F)sc2c1CC(C)(C)NC2(C)C	12.4	/	1.2	0.2	-2.9	-0.5%	3.4	6.4	35.6*
Cc1ccc(N(CC(=O)NCCSCc2ccco2)S(=O)(=O)c2ccc(F)cc2)cc1	-10.1	10.9%	-1.2	-4.9	-0.2	0.2%	6.2	-6.8	-5.3
CCCCC#Cc1cncc(C(=O)N/N=C/c2cccc(OC)c2)c1	-2.9	?	1.3	0.6	0.3	0.3%	4.6	-6.9	-1.4
COc1cc(/C=C/C(=O)OCC(=O)NC2CC2)cc(S(=O)(=O)N2CCc3ccccc32)c1OC	16.6	-12.2%	0.3	7.2	-13.7	1.0%	3.1	-1.9	-0.3
CCc1ccc(CNC(=O)Cn2nc(-c3ccccc3)ccc2=O)cc1	40.9	11.2µM*	-0.3	/	-12.5	1.0%	6.8	-6.4	2.8
O=C(COC(=O)C1COc2ccccc2O1)NC(=O)Nc1ccc2c(c1)OCCO2 (configuration not stated)	-17.8	?	0.6	-5.3	-3.2	0.4%	2.3	-6.7	-0.8
Nc1nnc(SCC(=O)N2CCN(c3ccccc3)CC2)s1	-3.9	-7.3%	0.4	-4.9	2.4	0.3%	1.3	13.9	-2.1

(list continues)
SMILES	D1 antagonist	Apoferritin bind	TRHR ag	D2 potentiator	RXFP1 antag	RXFP1 ag	D1 ag	TRHR enhancer	D1 potentiator
COc1cc2c(cc1OC)-c1cc(Nc3ccc(C(=O)O)cc3)nc(=O)n1CC2	3.8	1.8%	0.4	-8.2	-0.6	1.2%	3.6	0.9	0.2
O=C(Nc1nc(-c2ccccn2)cs1)C1CCCC1	-10.1	-11.7%	0.1	-6.6	-5.9	1.2%	3.1	3.2	-0.8
O=C(NCC(c1cccs1)S(=O)(=O)c1cccs1)c1ccccc1F (configuration not stated)	/	4.4%	0.0	2.3	/	0.9%	-3.3	3.1	0.5
NS(=O)(=O)c1ccc(CNC(=O)CNC(=O)c2ccc(Br)o2)cc1	-3.8	-1.7%	-0.7	-2.5	5.2	2.7%	3.9	4.4	-6.9
O=C(COc1ccccc1)NCc1cccs1	-4.9	-5.6%	-0.2	9.4	1.7	-2.2%	1.3	1.2	2.9
Cc1cc2cc(CCNC(=O)c3ccc(C)c([N+](=O)[O-])c3)c(=O)[nH]c2cc1C	-2.4	-8.6%	0.8	-7.5	/	2.0%	3.0	2.3	0.0
CCOc1ccc(-c2c(=O)n(OCc3ccccn3)c3ccccc3[n+]2[O-])cc1	-16.3	-12.8%	-0.4	23.9	0.9	-0.5%	1.8	-9.5	1.2
CC(CCCC(C)(C)O)NC(=O)c1ccc(OC2CCN(C(=O)C3CC3)CC2)cc1 (configuration not stated)	-10.0	-6.3%	0.6	5.6	-0.9	0.7%	0.1	-9.7	-4.4
CC1(C(=O)NCc2cc(F)cc(C(F)(F)F)c2)C=CC2(CCCCC2)N1C(=O)c1ccccc1 (configuration not stated)	-27.0	-10.7%&-23.1%	0.3	-2.8	/	-0.8%	-2.8	-18.1	-0.1
COc1ccc([N+](=O)[O-])cc1NC(=O)Nc1ccccc1	-20.9	1.4%	0.5	-25.5	-4.8	1.1%	2.7	-0.2	-2.5
COc1ccc(NC(=O)CSCC(=O)Nc2ccccc2N2CCCCC2)cc1	16.1	/	-0.6	9.9	-14.1	-0.4%	1.6	-0.3	-5.0
COc1ccc(-c2noc(CCCc3ccccc3)n2)cc1OC	-17.6	-13.0%	-0.3	/	-9.8	1.7%	0.1	-1.7	-1.5
Cn1cc(S(=O)(=O)CC(=O)Nc2ccc3c(c2)OCO3)c2ccccc21	-2.3	-9.9%	-0.1	-4.4	-13.3	1.3%	0.9	-10.8	-4.7
CCc1ccccc1N1CC(C(=O)Nc2cc(C)on2)CC1=O (configuration not stated)	2.4	2.4%	0.4	-8.0	-10.3	0.4%	2.3	0.9	0.9
Cc1nc(N2CCNCC2)c2c3c(sc2n1)CCCC3	-7.9	-7.7%	0.1	-4.6	0.7	7.4%	8.2	-11.4	1.2
C=CCn1c(O)c(C=Nc2ccccc2)sc1=S	-12.1	-21.1%	0.4	-3.4	-6.2	-0.4%	0.5	-2.7	-5.9
CCOC(=O)CNC(=O)C(Cc1ccccc1)NC(=O)OCc1ccccc1 (configuration not stated)	-10.0	0.6%	0.3	-1.3	-8.1	1.0%	0.3	27.3	-6.4
COc1cccc(C(=O)OCCN2C(=O)c3ccccc3C2=O)c1OC	6.1	-20.2%	-0.2	11.8	-8.2	-0.2%	2.6	27.4	-7.2
C/C(CC(=O)Nc1cc(C)ccn1)=N\NC(=O)c1cccc(F)c1	-6.9	2.1%	-0.3	3.0	-14.5	0.8%	3.9	-3.1	0.6
Cc1ccc(C)c(-n2ccnc2SCC(=O)c2c(N)n(C3CC3)c(=O)[nH]c2=O)c1	7.3	/	0.3	-12.5	6.0	1.6%	2.5	-2.2	5.0
CC(C)(C)C1=C(C#N)C(c2cccnc2)C(C#N)=C(N)O1 (configuration not stated)	10.0	-5.4%	1.3	-3.9	29.9	-1.1%	-0.8	0.4	-3.3

Seven structures out of the list, ordered by number of heavy atoms, ascending:
SMILES	D1 antagonist	Apoferritin bind	TRHR ag	D2 potentiator	RXFP1 antag	RXFP1 ag	D1 ag	TRHR enhancer	D1 potentiator
O=S(=O)(c1ccc(Cl)cc1)c1cc(O)ccc1O	10.3	6.7%	-0.2	2.8	26.1	0.2%	0.8	5.0	-7.8
Nc1nnc(SCC(=O)N2CCN(c3ccccc3)CC2)s1	-3.9	-7.3%	0.4	-4.9	2.4	0.3%	1.3	13.9	-2.1
O=C(Nc1ccc2c(c1)OCO2)c1n[nH]c(=O)c2ccccc12	1.3	-0.7%	-0.1	-0.6	30.9	6.1%	0.9	-10.5	-4.0
NS(=O)(=O)c1ccc(CNC(=O)CNC(=O)c2ccc(Br)o2)cc1	-3.8	-1.7%	-0.7	-2.5	5.2	2.7%	3.9	4.4	-6.9
CCc1ccc(CNC(=O)Cn2nc(-c3ccccc3)ccc2=O)cc1	40.9	11.2µM*	-0.3	/	-12.5	1.0%	6.8	-6.4	2.8
CCOC(=O)CNC(=O)C(Cc1ccccc1)NC(=O)OCc1ccccc1 (configuration not stated)	-10.0	0.6%	0.3	-1.3	-8.1	1.0%	0.3	27.3	-6.4
Cc1ccc(N(CC(=O)NCCSCc2ccco2)S(=O)(=O)c2ccc(F)cc2)cc1	-10.1	10.9%	-1.2	-4.9	-0.2	0.2%	6.2	-6.8	-5.3

Assay outcomes as filed in PubChem.

A portion of the library, so the mix of outcomes need not match the whole.
